FEN1 inh: inhibitors of human flap endonuclease 1; P39748; Recombinant FEN1 flap cleavage, fluorescence, 15 min; Potency, µM (doses to about 114 µM), for inactives: top-dose activity change, negative = inhibition, usual class: inhibitors; hit rate 0.35% among 390,000; AID 588795; note: nearly all actives have a fitted effect of over 65% in size
Target sequence (P39748 whole entry, looked up): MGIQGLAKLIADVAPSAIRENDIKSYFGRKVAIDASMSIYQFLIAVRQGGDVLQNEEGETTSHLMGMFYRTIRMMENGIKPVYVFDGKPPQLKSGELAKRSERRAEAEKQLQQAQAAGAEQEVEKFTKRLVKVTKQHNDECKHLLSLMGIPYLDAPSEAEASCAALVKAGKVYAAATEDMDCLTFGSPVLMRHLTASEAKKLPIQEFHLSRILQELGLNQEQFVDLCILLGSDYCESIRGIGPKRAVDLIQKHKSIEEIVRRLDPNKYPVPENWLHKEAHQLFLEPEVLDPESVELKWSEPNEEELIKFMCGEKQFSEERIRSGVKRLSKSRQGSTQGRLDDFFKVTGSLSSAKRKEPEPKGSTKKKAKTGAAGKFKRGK
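Read-out was taken twice, immediately and after 15 min, following addition of 50 nM substrate to 10 nM FEN1 that had sat with test compound for 15 min at room temperature. Curves came from a four-parameter Hill model.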
N370S GC mod: inhibitors or activators of N370S glucocerebrosidase for Gaucher disease; N370S GC spleen homogenate, 4MU-glucoside fluorescence; Potency, µM (top dose mostly 59.4 µM), for inactives: top-dose activity change, negative = inhibition, actives largely listed as inhibitors; hit rate 0.092% among 330,000;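 note: 0% = full enzyme activity and -100% = no enzyme basal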
GCN5L2 inh: inhibitors of human GCN5L2 histone acetyltransferase | Q92830 | GCN5L2 HAT assay, ThioGlo1 CoA-SH fluorescence | Potency, µM (doses to about 58.9 µM), for the others: at the highest dose activity change, negative = inhibition, usual class: inhibitors | hit rate 0.21% among 390,000
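Fluorescence readout, Ex340nm/Em540nm: ThioGlo1 (50uM final) reacts with free CoA thiol released as 20nM GCN5L2 acetylates H3(1-25) peptide (75uM) using acetyl-CoA (70uM). Compound and enzyme sat 15 min beforehand; 20 min room-temperature reaction.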
An asterisk follows results filed as active; ? = inconclusive; nt = not tested or not shown. Calls come from the whole dose curve; as a rule, active = well fitted curve in the direction sought with a large enough effect; inconclusive = small, poorly fitted or top-dose-only effect, or another doubt; inactive = no such curve, though single readings can be large; an effect the other way counts as inactive or inconclusive. Unless noted, % is set by controls: 0 for no effect and ±100 for the full control effect; potency is the fitted concentration of half-maximal effect.

Start of the listing, in advance:
molecule | FEN1 inh | N370S GC mod | GCN5L2 inh
O=S(=O)(Cc1ccc(Cl)cc1)N1CCCCCC1 | -14% | -2% | -21%
COc1ccc(CN(CC2CCC(C(=O)O)CC2)C(=S)Nc2ccccc2C)cc1 (stereo not drawn) | -10% | -13% | -3%
Cc1noc(C)c1CSc1ccccc1C(=O)O | 6% | -7% | -5%
CCOc1cc(NS(=O)(=O)c2ccc(OC)cc2)c(OCC)cc1NC(=O)c1ccco1 | -1% | 6% | -4%

The listing (from the top)
molecule | FEN1 inh | N370S GC mod | GCN5L2 inh
O=S(=O)(Cc1ccc(Cl)cc1)N1CCCCCC1 | -14% | -2% | -21%
COc1ccc(CN(CC2CCC(C(=O)O)CC2)C(=S)Nc2ccccc2C)cc1 (stereo not drawn) | -10% | -13% | -3%
Cc1noc(C)c1CSc1ccccc1C(=O)O | 6% | -7% | -5%
CCOc1cc(NS(=O)(=O)c2ccc(OC)cc2)c(OCC)cc1NC(=O)c1ccco1 | -1% | 6% | -4%
Cc1ccsc1C(=O)N1CCCC(CCC(=O)NCc2ccc(F)c(F)c2)C1 (stereo not drawn) | 1% | 4% | -18%
COCCNC(=O)C1CC2Cn3c(nc4cc(Cl)c(Cl)cc43)C2N1C (stereo not drawn) | -6% | -20% | -1%
CC(=O)N(CCO)Cc1cc2cc(C)cc(C)c2[nH]c1=O | -7% | 3% | 6%
COc1cccc(/C=N/Nc2ccc([N+](=O)[O-])cn2)c1O | 3% | -2% | -6%
Cc1ccc(C)c2[nH]c(=O)c(CCNC(=O)c3ccc4c(c3)OCO4)cc12 | -16% | -3% | 1%
COc1ccc(NC(=O)C2=C(C)Nc3nc(SC)nn3C2c2cc(OC)ccc2OC)cc1 (stereo not drawn) | -1% | nt | -15%
Fc1ccc2cc(-c3ccsc3)ncc2c1 | -19% | nt | -1%
Cc1ccc(S(=O)(=O)N2CCOCC2)cc1C(=O)OCC(=O)NC1CCCC(C)C1C (stereo not drawn) | 0% | nt | -4%
Cc1cc(C)c(NC(=O)COC(=O)C2=COCCO2)c(Cl)c1 | 1% | -2% | -1%
CN(CCC(=O)Nc1cc(S(=O)(=O)N(C)C)ccc1Cl)CC(=O)Nc1ccc(F)cc1 | 3% | -2% | -1%
COc1ccc(C(=O)N2CCC3(CCN(Cc4ccccc4)CC3)CC2)cc1 | nt | 5% | 7%
CC(C)OC(=O)c1ccc(COC(=O)c2cccc(-c3nnc(-c4ccccc4)o3)c2)cc1 | -2% | 0% | 18%
Cn1c(=O)n(C)c2cc(CNCc3ccccc3Cl)ccc21 | 8% | nt | -1%
CCOC(=O)c1sc2ncn(/N=C/c3ccc(O)c(OC)c3)c(=O)c2c1C | -5% | ? | -2%
Cc1ccc(NC(=O)C2COc3ccccc3O2)cc1S(=O)(=O)N1CCCCC1 (stereo not drawn) | -21% | nt | -8%
Cc1cccc(CC2S/C(=N/c3ccccn3)NC2=O)c1 (stereo not drawn) | -1% | 6% | -2%

One compound at a time, as listed above. Order of values: FEN1 inh | N370S GC mod | GCN5L2 inh
Cc1ccsc1C(=O)N1CCCC(CCC(=O)NCc2ccc(F)c(F)c2)C1 (stereo not drawn) as listed: 1% | 4% | -18%
Cc1noc(C)c1CSc1ccccc1C(=O)O as listed: 6% | -7% | -5%
CC(C)OC(=O)c1ccc(COC(=O)c2cccc(-c3nnc(-c4ccccc4)o3)c2)cc1 as listed: -2% | 0% | 18%

Three compounds from above, ordered by the number in N370S GC mod, high to low:
molecule | FEN1 inh | N370S GC mod | GCN5L2 inh
COc1cccc(/C=N/Nc2ccc([N+](=O)[O-])cn2)c1O | 3% | -2% | -6%
Cc1noc(C)c1CSc1ccccc1C(=O)O | 6% | -7% | -5%
COc1ccc(CN(CC2CCC(C(=O)O)CC2)C(=S)Nc2ccccc2C)cc1 (stereo not drawn) | -10% | -13% | -3%

(listing goes on)
molecule | FEN1 inh | N370S GC mod | GCN5L2 inh
CC(=O)c1cccc(OCC(O)CNCC2CCCCC2)c1 (stereo not drawn) | 2% | -1% | 16%
CC(=O)N1CCN(C(=O)COC(=O)c2oc3ccccc3c2C)CC1 | -14% | nt | -10%
CCCCN(C)CCCNC(=O)c1ccc(N2CCCC2=O)cc1 | -3% | nt | -2%
O=C1CSC(c2ccccc2Cl)N1 (stereo not drawn) | 3% | -3% | -6%
Cc1cc(OCC(=O)N(Cc2ccccc2)C2CCS(=O)(=O)C2)ccc1Cl (stereo not drawn) | -25% | 4% | -7%
COc1ccccc1NC(=O)CN1CCN(C(=O)C2CCCO2)CC1 (stereo not drawn) | 1% | -3% | ?
O=S(=O)(/N=C(/NNS(=O)(=O)c1ccccc1)c1ccccc1)c1ccccc1 | -13% | 3% | -14%
O=C(CN1C(=O)c2ccccc2S1(=O)=O)NCc1ccc2c(c1)OCO2 | 2% | 15% | 0%
O=C(NCCc1c[nH]c2ccccc12)Nc1ccccc1C(F)(F)F | -21% | nt | -6%
CCCN(CC(=O)NC(=O)NC1CCCCC1)CC(=O)Nc1cc(Cl)ccc1Cl | -15% | nt | -19%
O=c1ccc2ccccc2[nH]1 | nt | -12% | 0%
Cc1ccc(CN2C(=O)CCC2C(=O)NCC2CCCO2)cc1 (stereo not drawn) | 12% | 1% | 0%
CSc1ccc(CCNC(=O)c2ccc(-n3c(C)cc4c3CCCC4)cc2)cc1 | 14% | nt | -3%
O=C(Nc1ccc(O)cc1)/C(=C/c1ccco1)NC(=O)c1ccccc1 | 16% | 6% | 2%
CCOC(=O)CN1CC23C=CC(O2)C(C(=O)Nc2ccc(F)c(C)c2)C3C1=O (stereo not drawn) | -7% | 3% | -9%
COc1cccc(N2CCN(CC(=O)N3CCN(S(=O)(=O)c4ccc(Cl)cc4)CC3)CC2)c1 | 8% | -4% | -6%
Cc1ccc2c(Cn3ccnc3)cc(=O)oc2c1C | 9% | 2% | -4%
Cc1ccc(-c2nnn(Cc3nc(N)nc(N4CCOCC4)n3)n2)cc1 | -14% | -1% | -2%
CNS(=O)(=O)c1cccc(C(=O)OCC(=O)N2c3ccccc3NC(=O)C2(C)C)c1 | 13% | nt | -4%
O=C(CCSc1ccccc1)NNC(=O)c1ccccc1F | 7% | -2% | ?

Five records drawn at random from those above:
molecule | FEN1 inh | N370S GC mod | GCN5L2 inh
CC(=O)c1cccc(OCC(O)CNCC2CCCCC2)c1 (stereo not drawn) | 2% | -1% | 16%
O=C(CCSc1ccccc1)NNC(=O)c1ccccc1F | 7% | -2% | ?
Cc1ccc(CN2C(=O)CCC2C(=O)NCC2CCCO2)cc1 (stereo not drawn) | 12% | 1% | 0%
O=C(CN1C(=O)c2ccccc2S1(=O)=O)NCc1ccc2c(c1)OCO2 | 2% | 15% | 0%
COc1cccc(N2CCN(CC(=O)N3CCN(S(=O)(=O)c4ccc(Cl)cc4)CC3)CC2)c1 | 8% | -4% | -6%

The list goes on:
Compound	FEN1 inh	N370S GC mod	GCN5L2 inh
CC(C)OC(=O)CSc1nnc(COc2ccc([N+](=O)[O-])cc2)n1C	-3%	15%	-6%
O=C(CCn1c(=O)[nH]c2ccsc2c1=O)N1CC(=O)N(CCc2ccccc2)C(=O)C1	-2%	-2%	-1%
CC(C)(C)n1nc2c(c1NC(=O)Cc1ccc([N+](=O)[O-])cc1)CS(=O)(=O)C2	-12%	-4%	-24%
COc1ccc(CCNS(=O)(=O)CCNC(=O)c2ccc(OC)cc2)cc1	-1%	-6%	3%
N#C/C(=C\c1ccccc1OCc1ccc(C(=O)O)cc1)C(=O)Nc1ccc(O)cc1	-9%	2%	-17%
CC(C)C(c1nnnn1Cc1ccco1)N1CCN(C2CCCC2)CC1 (stereo not drawn)	8%	-3%	-3%
CC1CC(C)CN(c2nc(N(C)c3ccccc3)nc(N)c2[N+](=O)[O-])C1 (stereo not drawn)	?	9%	-12%
CCCNC(=O)CN1C(=O)c2c(c3ccccc3n2C)C1c1ccc(OC)cc1 (stereo not drawn)	-12%	nt	1%
COc1ccc(OC)c(NC(=O)CN2CCCN(Cc3ccccc3Cl)S2(=O)=O)c1	2%	nt	6%
O=C(c1ccc(F)cc1)N(Cc1ccco1)C1CCS(=O)(=O)C1 (stereo not drawn)	2%	5%	-1%
CC1(C)COC(/C=C/c2cccc([N+](=O)[O-])c2)=N1	4%	18%	16%
O=C(CSc1nnc(-c2ccccn2)o1)Nc1ccccc1Cl	0%	-16%	-2%
COc1ccc(N(C)C(=O)Cn2c(=O)oc3ccccc32)c(OC)c1	-1%	-5%	4%
COc1ccc(/C=C/c2nc(C#N)c(NCc3ccc(F)cc3)o2)cc1OC	-19%	nt	-14%
COc1ccc(CNc2nc(-c3ccco3)nn2S(=O)(=O)c2ccc(Cl)cc2)cc1OC	-17%	nt	-18%
N#C/C(=C\c1ccc(-c2cccc([N+](=O)[O-])c2)o1)C(=O)N1CCOCC1	-9%	-3%	-6%
COC(=O)[C@H](C)NC(=O)Nc1cccc(C)c1	4%	2%	-9%
Cc1ccc(/C=N\NC(=O)c2cncc(Br)c2)o1	-2%	-7%	-14%
Cc1ccc(-c2nn3c(-c4ccc(C)cc4)nnc3c3ccccc23)cc1	-9%	nt	-11%
CC(C)c1ccc2[nH]c3nc(SCC(=O)N4CCOCC4)nnc3c2c1	-5%	-2%	-3%
O=c1oc2ccccc2cc1N1CCOCC1	4%	9%	-3%
Cc1ccc(NC(=O)CSc2nnc(-c3ccccc3C)o2)cc1C	-2%	-18%	9%
COC(=O)c1ccc(N2CCN(C(C)=O)CC2)c(NC(=O)COc2ccccc2C)c1	-18%	-5%	-6%
O=C(N/N=C/c1cccnc1)c1ccccc1OCc1ccc(Br)cc1	0%	13%	-2%
O=C(CN1CCN(c2ccccc2)CC1)NC(=O)NCc1ccco1	2%	18%	0%
c1ccc(COC2CCCN(Cc3nc(-c4cnccn4)no3)C2)cc1 (stereo not drawn)	1%	7%	-2%
O=C(O)c1ccc(-n2cccc2/C=C2/NC(=O)N(c3cccc(Cl)c3)C2=O)cc1	40µM*	-22%	?
O=C(CN(C(=O)CCC(=O)Nc1nccs1)c1ccc2c(c1)OCO2)NCc1ccc(F)cc1	4%	-10%	-3%
CCC1CCCCN1C(=S)NC(=O)c1cccc([N+](=O)[O-])c1 (stereo not drawn)	-4%	-2%	-16%
COc1cccc(OC)c1C(=O)NC(=O)Nc1c(F)c(F)c(F)c(F)c1F	-3%	5%	?
CC(Sc1nc(-c2ccccc2)cc(C(F)(F)F)n1)C(=O)NCCN1CCOCC1 (stereo not drawn)	0%	?	-7%
CCc1nc2ccccc2[nH]c1=O	-3%	6%	-4%
COc1ccc(S(=O)(=O)N(C)C)cc1NC(=O)COC(=O)c1nc2nccc(C)n2n1	19%	13%	-9%
O=C(c1ccc(Br)cc1)N1CCN(CCc2ccncc2)CC1	-1%	nt	-7%
c1ccc(-n2nnnc2NC2CCCCCC2)cc1	-4%	3%	-1%
CCN(CC(=O)NCc1cccs1)C(=O)c1ccc(S(=O)(=O)Nc2ccccc2)cc1	4%	-3%	3%
Cc1ccc(-c2nc(=S)c3c(n2Cc2cccnc2)CC(C)(C)OC3)cc1	14%	0%	-3%
N#Cc1cn(-c2ccccc2)nc1-c1cc2ccccc2oc1=O	1%	8%	2%
COc1cc(NC(=O)c2ccccc2)c(OC)cc1NC(=O)CN1C(=O)NC2(CCCCC2)C1=O	16%	nt	-5%
Cc1cccc(NC(=O)CSCC(=O)N(C)CCOc2ccc(Cl)cc2)c1	-13%	-15%	-3%

High-throughput results: PubChem BioAssay, National Center for Advancing Translational Sciences (NCATS)

Not a hit list. Share with any hit: about 0.54%.
